# Screens as filed in PubChem.
# D1 potentiator = enhances dopamine response at the human D1 receptor | P21728 | HEK293 TREx D1 cells, calcium flux, dopamine EC20 potentiation | potentiation, % at 10 µM | actives 0.036% (n = 360,000) | AID 504651; in the data active = potentiation above about 30%; note: 0% is about no effect
# Target sequence (P21728 whole entry, looked up): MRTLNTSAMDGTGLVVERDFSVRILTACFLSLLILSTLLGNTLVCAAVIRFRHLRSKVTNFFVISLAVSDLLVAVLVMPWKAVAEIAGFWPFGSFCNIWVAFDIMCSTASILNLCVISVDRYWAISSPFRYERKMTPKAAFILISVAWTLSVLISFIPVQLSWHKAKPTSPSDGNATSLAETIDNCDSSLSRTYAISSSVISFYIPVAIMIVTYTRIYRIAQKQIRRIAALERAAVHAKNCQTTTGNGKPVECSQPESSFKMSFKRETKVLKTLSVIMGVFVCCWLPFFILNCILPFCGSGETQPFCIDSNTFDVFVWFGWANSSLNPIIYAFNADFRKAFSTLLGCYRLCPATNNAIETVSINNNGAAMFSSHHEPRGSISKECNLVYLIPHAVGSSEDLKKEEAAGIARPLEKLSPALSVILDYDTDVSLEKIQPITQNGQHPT
# D1 ag = agonists of human D1 dopamine receptor | HEK293 T-REx D1 cells, calcium flux, agonist mode | activation, % at 2 µM | actives 1% (n = 360,000); in the data active = activation above about 30%; note: 0% is about no effect
#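 Inducible HEK293 T-REx D1 cells, force-coupled to calcium signalling, were plated at 4000 cells/well with tetracycline and held overnight at 30 C. After no-wash calcium dye loading, compound-evoked calcium rise over 180 s flagged agonists.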
# D2 antag = antagonizes the human D2 dopamine receptor. actives 2% (n = 340,000). inhibition, % at 10 µM. HEK293 TREx D2 cells, calcium flux, dopamine EC80. P14416. AID 485344; in the data active = inhibition above about 30%; note: 0% is about no effect
# Target sequence (P14416 whole entry, looked up): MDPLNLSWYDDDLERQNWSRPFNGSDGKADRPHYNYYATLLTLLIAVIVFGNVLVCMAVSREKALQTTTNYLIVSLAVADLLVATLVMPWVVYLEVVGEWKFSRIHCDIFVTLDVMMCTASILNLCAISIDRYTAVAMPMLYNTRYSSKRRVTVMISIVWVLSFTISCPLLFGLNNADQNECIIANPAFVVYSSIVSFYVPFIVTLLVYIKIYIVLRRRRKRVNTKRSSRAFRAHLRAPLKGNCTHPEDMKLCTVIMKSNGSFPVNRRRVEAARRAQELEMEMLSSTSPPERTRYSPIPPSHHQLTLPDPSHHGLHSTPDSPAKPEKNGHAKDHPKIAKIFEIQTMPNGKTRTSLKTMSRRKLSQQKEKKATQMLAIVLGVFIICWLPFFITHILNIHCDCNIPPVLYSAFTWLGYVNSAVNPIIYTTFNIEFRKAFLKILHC
#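 Tetracycline-induced HEK293 TREx cells expressing D2 receptor forced-coupled to calcium signalling, loaded with no-wash calcium dye. Compounds added and calcium flux read 180 s, then dopamine added at EC80 and read a further 180 s.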
# RXFP1 ag = activates the human relaxin receptor RXFP1. Q9HBX9. HEK293T-RXFP1 cAMP TR-FRET, 30 min; response scale: percent of porcine relaxin response, buffer zero. Potency, µM (top dose mostly 57.5 µM), without a hit: at the top dose activation, hits mostly activators. actives 0.3% (n = 370,000). AID 2676; active = well fitted activation curve with a large enough effect; inconclusive = small, poorly fitted or top-dose-only effect; note: potency is the fitted concentration of half-maximal effect; % is set by controls: 0 for no effect and ±100 for the full control effect; nearly all actives have a fitted effect of over 60% in size; many of its hits are not listed in these tables
#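 Agonist response is measured as cAMP accumulation in an RXFP1-transfected HEK293T line under PDE4 inhibition. Values are scaled between buffer-only and 29 nM porcine relaxin, and EC50s come from standard Hill equation fits.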
# D2 PAM = positively modulates the human D2 dopamine receptor allosterically. HEK293 T-REx D2, calcium flux, EC20 dopamine potentiation. potentiation, % at 10 µM. actives 0.34% (n = 340,000). AID 485347;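 active = potentiation over 3 SD above the plate norm, cut at about 30% in these data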; note: 0% is about no effect
#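 Tetracycline-induced Hek293 Trex D2 cells, force-coupled to calcium, loaded with no-wash calcium dye. Compound added with 180 s kinetic read for agonism, then EC20 dopamine and a further 180 s read for potentiation.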
# D1 antagonist = antagonists of human D1 dopamine receptor; P21728; activity change, negative = inhibition, % at 10 µM; actives 3.2% (n = 360,000); HEK293 TREx D1 cells, calcium flux, dopamine EC80; active compounds read low; AID 504652; in the data active = activity change below about -30%; note: % is set by controls: 0 for no effect and ±100 for the full control effect
#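 Calcium flux readout: force-coupled, inducible Hek293 Trex D1 line, cells induced overnight at 30 C with tetracycline, dye-loaded 30–90 min at RT. Antagonism scored against EC80 dopamine challenge given 180 s after compound.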
# RXFP1 antagonist = blocks the human relaxin receptor RXFP1 | Q9HBX9 | HEK293-RXFP1, relaxin-stimulated cAMP HTRF, 30 min; active compounds read low | activity change, negative = inhibition, % at 57.5 µM | actives 0.59% (n = 350,000);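 active = activity change of -60% or lower, but not beyond a set lower limit; inconclusive = change between -60% and -40%, or beyond the set limit; inactive = change above -40%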; note: % is set by controls: 0 for no effect and ±100 for the full control effect
# D2 ag = activates the human D2 dopamine receptor; actives 0.53% (n = 340,000); AID 485358; HEK293 T-REx D2 cells, calcium flux agonist mode; activation, % at 2 µM; P14416;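 active = activation over 3 SD above normal in the single-dose calcium agonist read, cut at about 30% in these data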; note: 0% is about no effect
#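 Tetracycline-induced HEK293 Trex cells with D2 receptor force-coupled to calcium signaling, plated overnight at 30 C and loaded with no-wash calcium dye. Calcium flux read kinetically for 180 s after compound addition; responses flag agonists.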
# TRHR enhancer = TRH receptor (human) allosteric enhancement | P34981 | TRHR cells, fluo-8 calcium fluorescence, EC20 TRH enhancement | enhancement, % at 2 µM | actives 0.66% (n = 360,000) | AID 493056; in the data active = enhancement above about 30%; note: 0% is about no effect
#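 Enhancer read-out: after compound pinning and an initial kinetic agonist-mode read, an EC20 of TRH (10 nM final) was injected and fluo-8 calcium signal (Ex 480/Em 530) followed at 1 s/cycle for 100 cycles in TRHR-expressing cells.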
# Active calls of the source: *; u = inconclusive; x = not tested or not shown. Not all compounds are listed, so the mix of outcomes need not match the whole.
molecule	D1 potentiator	D1 ag	D2 antag	RXFP1 ag	D2 PAM	D1 antagonist	RXFP1 antagonist	D2 ag	TRHR enhancer
O=C1C(Cl)=C(N2CCCCCC2)C(=O)N1c1ccc(Cl)cc1	6	3	-1	-0.9%	-6	6	-1	0.9	8
COc1ccc(-c2cccc(NS(=O)(=O)c3ccc(C)s3)c2)nn1	-3	4	x	1.4%	2	-8	-15	-1.6	1
O=C(Nc1c[nH]c(=O)[nH]c1=O)c1cccc([N+](=O)[O-])c1	-5	3	4	3.4%	2	10	1	0.1	-10
CN(C)c1ccc(CNC(=O)c2ccc(NC(=O)N3CCCCc4ccccc43)cc2)cc1	-1	2	x	0.8%	-8	-29	x	0.3	5
CC1CCCN(CCCOc2ccc(Cl)cc2Br)C1 (stereo not drawn)	-5	16	-4	2.2%	-23	-52*	-5	0.1	1
Cc1onc(-c2ccccc2)c1C(=O)N1CCN(Cc2ccccc2)CC1	-1	1	6	-1.8%	9	3	1	-0.2	7
C=CCNC(=O)c1ccccc1NC(=O)C1CCN(S(=O)(=O)c2ccc(SC)cc2)CC1	-6	7	-14	-0.4%	-4	2	6	0.9	7
CCOC(=O)c1sc2nc(CN3CCN(c4cccc(C(F)(F)F)c4)CC3)[nH]c(=O)c2c1C	0	1	-3	0.0%	-7	-11	1	10	-4
COc1ccc(-n2c(SCC(=O)NCC3CCCO3)nc3c(c2=O)SCC3)cc1 (stereo not drawn)	-3	-1	6	0.4%	-3	-5	-4	0.6	2
COc1ccc(CCNC(=O)CC2SC(=NCc3ccccc3OC)NC2=O)cc1 (stereo not drawn)	0	-3	-37	1.7%	-1	-9	8	-0.5	-3
CCc1ccnc(NC(=O)Nc2ccc(OCc3ccccc3)cc2)c1	2	2	-8	8.3%	11	6	-7	1.2	9
COc1ccccc1CNc1nc2ccc(Cl)cc2n2cnnc12	-1	4	x	-0.1%	27	31	-12	0.7	0
O=C(c1ccccc1F)N1CCN(c2ccccc2F)CC1	-7	5	-7	-0.8%	5	6	-10	-1.2	10
COc1nnc(-c2ccc(C)c(S(N)(=O)=O)c2)c2ccccc12	5	3	-28	0.5%	5	1	8	0.7	0
COc1ccccc1N1CCN(C(=O)Nc2ccc([N+](=O)[O-])cc2)CC1	-2	12	x	-0.5%	x	-8	0	x	4
Cc1ccc(C(C2=C(O)CC(C)(C)CC2=O)C2C(=O)CC(C)(C)CC2=O)o1 (stereo not drawn)	-1	0	-7	-3.7%	3	34	-35	-0.6	-5
COC(=O)COc1ccc(S(=O)(=O)N2CCCCCC2)cc1	-3	0	5	2.8%	2	5	-14	0.2	3
CSc1ncccc1C(=O)NCC12CC3CC(CC(C3)C1)C2	5	2	-16	0.4%	8	-3	3	-0.6	-4
c1ccc(CN=C2Nc3ccccc3CS2)nc1	13	4	26	-1.0%	3	-1	-71*	1.2	3
Cc1cc(C)nc(N2C(=O)CC(Cc3ccc(Cl)cc3)C2=O)n1 (stereo not drawn)	-1	0	3	-0.2%	16	-9	-4	0.0	-8
Cc1ccc(CCNC(=O)CCS(=O)(=O)Cc2ccc(C)cc2)cc1	-4	2	-3	-0.1%	-3	-6	-14	0.4	-10
Cc1ccnc(NC(=O)c2cccc(S(=O)(=O)N3CCN(c4ccccc4)CC3)c2)c1	-8	1	19	-0.4%	6	21	20	0.5	4
OC(c1ccc(Cl)cc1)C(O)c1nc2ccccc2[nH]1 (stereo not drawn)	-2	1	-21	1.0%	-12	-1	9	0.6	3
CC(=O)Nc1cc(C(=O)OC(C(=O)c2ccccc2)c2ccccc2)ccc1C (stereo not drawn)	-1	1	-9	1.1%	2	4	5	-1.3	-1
COc1ccc(CC(=O)NCc2ccccc2)cc1S(=O)(=O)N1CCOCC1	2	2	x	0.2%	x	0	-8	x	3
CCOc1cccc(/C=N/N=C/c2cccc(OCC)c2O)c1O	0	0	1	-2.4%	4	3	8	1.2	-4
CN1CCN(C=NC2=NN(c3cccc(C(F)(F)F)c3)CC2)CC1	4	2	-8	-0.5%	-12	-11	-8	-0.1	2
O=c1[nH]c(/C=C\c2cccc(Cl)c2)nc(O)c1[N+](=O)[O-]	-1	1	-23	3.7%	4	-14	-3	-0.6	-4
O=[N+]([O-])c1ccc(O)c(/C=N/n2cnc3ccccc32)c1	-3	26	-5	-0.2%	7	-6	x	0.0	9
O=C(Cn1nc(-c2ccccc2)nc1-c1ccccc1)N1CCOCC1	-3	2	-1	0.4%	4	-9	-1	0.4	-4
CCCCNc1c(-c2cccc(SC3CCCCC3)c2)nc2ccc(Cl)cn12	-3	1	2	3.8%	9	-1	x	0.6	-2
Cc1ncc(CN2CCCC(C(=O)Nc3ccc(-c4ccco4)cc3)C2)n1C (stereo not drawn)	6	2	17	-0.4%	1	12	-23	-0.2	-2
COc1ccc(N2CCN(C(=O)c3cc4c(=O)oc5ccc(C)cc5c4s3)CC2)cc1	2	1	x	-1.2%	-2	5	x	-0.1	2
COc1ccc(-c2nc(S(=O)(=O)c3ccccc3)c(N3CCOCC3)o2)cc1	-1	2	1	1.0%	12	33	-1	0.3	3
CCOc1ccccc1-c1nc(-c2ccc(NC(=O)c3ccc(Br)o3)cc2)no1	-5	5	26	2.0%	x	7	-11	-1.0	11
COc1cc(NS(=O)(=O)c2c(C)nc3sc(C)c(C)n3c2=O)cc(OC)c1	-5	10	x	u	1	-18	-14	-0.9	3
O=C(Oc1ccc2c(c1)OCO2)c1cccs1	-8	2	0	1.1%	-3	-5	-9	0.4	-1
CCCc1cc(=O)oc2cc(OCC(=O)N3C[C@H]4C[C@@H](C3)c3cccc(=O)n3C4)c(Cl)cc12	-5	0	3	0.3%	-7	-22	x	-0.5	-6
COc1ccc(CNC(=O)C2CCCN(C(=O)Nc3ccc(OC)cc3)C2)cc1 (stereo not drawn)	-7	-1	-5	2.7%	x	28	-13	-3.1	4
O=C(COC(=O)c1ccc(Br)cc1)NC1CCCC1	x	5	0	1.0%	5	-22	-4	-4.1	1
Cc1cccc(NC(=O)CCS(=O)(=O)c2cccc3nonc23)c1C	-13	4	3	-1.0%	-4	12	7	-0.7	18
CCc1cccc(C)c1NC(=O)c1cc(S(=O)(=O)N2CCCCCC2)cn1C	-2	0	x	3.5%	6	-9	x	x	-2
CC(C)(Oc1ccc(Cl)cc1)C(=O)NC1CC1	-9	1	-1	1.2%	0	-5	8	-0.7	-2
CCC(C)Oc1cc(-c2ccnc(Nc3cccc(Cl)c3)n2)ccn1 (stereo not drawn)	3	2	14	0.0%	5	12	x	0.4	5
COc1ccc(OC)c(/C=N/NC(=O)c2cc(-c3ccc(C)o3)nc3ccccc23)c1	0	1	-1	0.1%	1	10	x	-0.4	9
Cc1cc(C(=O)COc2cc(F)ccc2[N+](=O)[O-])c(C)n1C1CC1	-3	2	-1	-0.3%	-2	1	-3	0.2	-5
CCOc1ccc(CN2C(=O)c3ccccc3C2=O)cc1C(=O)O	6	1	4	13%	5	1	23	-2.9	11
O=C(c1ccc(NC(=S)NCc2ccc(Cl)cc2)cc1)N1CCCCC1	0	49*	2	-1.7%	2	-18	-5	-1.4	5
OCC1(Cc2ccc(Cl)cc2)CCN(Cc2ccccc2F)CC1	2	7	-5	0.3%	-17	2	-20	1.1	-4
O=[N+]([O-])c1ccccc1N/N=C/c1ccc2c(c1)OCO2	-1	1	2	-1.2%	1	6	3	0.7	11
Cc1cccc(CSc2nc3c(c(=O)[nH]2)CCCC3)c1	-3	3	14	0.5%	7	7	-8	-2.7	-3
CC(C)[C@H](NC(=O)N1CCn2c1nc1ccccc12)C(=O)NCc1ccc(F)cc1	-8	5	2	2.8%	5	9	-15	1.0	1
CCOc1ccc(S(=O)(=O)NC2CCCC2)cc1C	-3	4	x	-0.9%	x	-10	2	x	-8
COc1ccc2oc(C(=O)OCC(=O)NC3CC3)c(C)c2c1	0	4	6	-1.9%	0	9	2	0.6	2
CCOC(=O)Nc1nnc(/C=C/c2ccc(OC)cc2)s1	-8	2	x	-1.3%	-1	8	-7	x	1
C=CCn1c(SCCN2CCCCC2)nc2c1c(=O)[nH]c(=O)n2C	x	0	-2	-0.6%	13	-1	5	0.0	13
CCN(CC)S(=O)(=O)c1ccc(N2CCCC2)c(NC(=O)c2ccc(N3CCCC3=O)cc2)c1	-6	1	-19	-0.9%	0	1	4	-0.8	2
COC(=O)c1ccc(N2CCN(C(C)=O)CC2)c(NC(=O)c2cccnc2)c1	-1	1	-1	12%	12	3	-18	1.0	-3
CCNc1nnc(-c2ccc(C)cc2)o1	4	0	5	0.7%	-13	5	9	-1.5	1
O=C(CNS(=O)(=O)c1ccc(F)c(Cl)c1)NCCc1ccccc1	-10	2	3	-1.2%	-7	-15	-2	0.8	-2

# (continued)
molecule	D1 potentiator	D1 ag	D2 antag	RXFP1 ag	D2 PAM	D1 antagonist	RXFP1 antagonist	D2 ag	TRHR enhancer
O=C(COc1ccc(S(=O)(=O)N2CCOCC2)cc1)Nc1ccc2c(c1)OCCO2	-1	2	-5	-1.6%	-11	11	-23	1.0	2
CC(=O)N1CCCc2cc(S(=O)(=O)N(Cc3ccccc3)C(C)C)ccc21	-5	3	x	0.8%	-16	5	-6	0.2	12
CCOc1ccc(-c2nc(C#N)c(N3CCN(Cc4ccccc4)CC3)o2)cc1	x	4	11	0.9%	-16	1	x	-1.5	-11
Cc1ccc(/C=N/NC(=O)c2nnn(-c3nonc3N)c2CSc2ccccc2)cc1	-2	9	0	-0.9%	-13	-1	-6	16	-2
Cn1nc(-c2ccc(Cl)cc2)c2cc(C(=O)NC3CC3)sc21	1	-1	-3	-0.2%	-2	0	x	-0.5	-7
CC(NC(=O)C1CC=CCC1C(=O)O)C1CC2CCC1C2 (stereo not drawn)	14	1	4	0.4%	-3	11	-16	0.0	10
C/C(=N\N=C(/N)SC1CC(=O)N(c2ccccc2)C1=O)c1cccs1 (stereo not drawn)	-2	0	-1	3.1%	3	-8	2	0.6	5

# Among those listed so far, these contain a COOH group:
molecule	D1 potentiator	D1 ag	D2 antag	RXFP1 ag	D2 PAM	D1 antagonist	RXFP1 antagonist	D2 ag	TRHR enhancer
CCOc1ccc(CN2C(=O)c3ccccc3C2=O)cc1C(=O)O	6	1	4	13%	5	1	23	-2.9	11
CC(NC(=O)C1CC=CCC1C(=O)O)C1CC2CCC1C2 (stereo not drawn)	14	1	4	0.4%	-3	11	-16	0.0	10
